Screens (PubChem)
Pol III holo inh: qHTS Assay for Inhibitors of DNA Polymerase III Holoenzyme System; reconstituted DNA polymerase III holoenzyme replication, biochemical; Potency, µM (top dose mostly 57.1 µM), for inactives: at the top dose activity change, negative = inhibition; 71,000 tested, 0.25% active; AID 603, 2007; note: potency is the fitted concentration of half-maximal effect; % is set by controls: 0 for no effect and ±100 for the full control effect
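Reconstituted *E. coli* holoenzyme (0.35 nM Pol III, 1 nM beta, 154 nM SSB, 2 nM primase) was preincubated with compound for 15 min at RT. Synthesis on 1.4 nM ssM13Gori ran 35 min, then was stopped with PicoGreen/EDTA and read as dsDNA fluorescence.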
CRE-bla Fsk: Cell signaling CRE-BLA (Fsk stim); CHO CRE-bla reporter (cAMP response element driving beta-lactamase), forskolin EC10, beta-lactamase ratio; Potency, µM (top dose mostly 38.2 µM), for inactives: at the highest dose activity change, negative = inhibition, usual class: activators; 71,000 tested, 2.5% active; AID 662, 2007; active = well fitted activation curve with a large enough effect in the signal ratio, with a control signal flat, not every such curve was filed as active; inconclusive = small, poorly fitted or top-dose-only effect, or effect the other way, or a change in a side signal; the % refers to the signal ratio; note: potency is the fitted concentration of half-maximal effect; % of control where 0% means no effect
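Reporter-gene assay: CHO cells with beta-lactamase behind cAMP responsive elements, co-treated with compound and EC10 NKH 477 for 3 hours at 37 degrees Celsius. Activity came from the 460/530 nm CCF4 emission ratio.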
UbGFP stabilizer: Ubiquitin-GFP Assay; Ubiquitin-GFP reporter cells, proteasome inhibition, GFP fluorescence; response scale: untreated = 0%, 10 µM MG-132 = 100%; Potency, µM (series often up to 45.9 µM), inactives show top-dose activation (GFP accumulation), usual class: activators; 67,000 tested, under 10 active; AID 526, 2006; active = well fitted activation curve with a large enough effect, not every such curve was filed as active; inconclusive = small, poorly fitted or top-dose-only effect, or another doubt; inactive = no such curve, though single readings can be large or run the other way; note: potency is the fitted concentration of half-maximal effect
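U2OS cells expressing ubiquitin(G76V)-GFP, seeded overnight in 0.5% FBS medium, then treated 4 hr at 37 C across 46 uM to 2.9 nM. GFP-positive cells counted by laser cytometry (488 ex/515 em); %activity scaled between basal and 10 uM MG-132.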
HBB splice mod: qHTS Assay for Modulators of Hemoglobin Beta Chain Splicing; AID 925, 2007; HBB splicing reporter cell assay, activation; EGFP reporter with mutant IVS2-654 intron; response scale: normalised to 500 nM splice-correcting PNA; 65,000 tested, 0.06% active; Potency, µM (highest dose often 46.1 µM), for inactives: at the highest dose activation, usual class: activators; note: potency is the fitted concentration of half-maximal effect; 0% is about no effect
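HeLa cells stably expressing EGFP interrupted by mutant beta-globin intron 2 (IVS2-654), 500/well in 2% FCS. Treated with compound for 2 days at 37C. Splicing correction scored as total well GFP intensity (488 nm excitation, 500-520 nm emission); 500 nM antisense PNA served as control.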
FLuc inh: qHTS Assay for Inhibitors of Firefly Luciferase; purified firefly luciferase, luminescence, 8 min; Potency, µM (doses to about 57.1 µM), without a hit: top-dose activity change, negative = inhibition, hits mostly inhibitors; 72,000 tested, 2.2% active; AID 411, 2009; note: potency is the fitted concentration of half-maximal effect; % is set by controls: 0 for no effect and ±100 for the full control effect; nearly all actives have a fitted effect of over 40% in size
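Titration-based qHTS; buffer 50 mM imidazole pH 7.2, 50 mM KCl, 7 mM MgCl2, 10 uM ATP, 0.01% Tween 20, 0.05% BSA; luciferase/luciferin detector mix added after compound; 8 min, ambient; luminescence.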
15-hLO inh: qHTS Assay for Inhibitors of 15-hLO (15-human lipoxygenase) | purified 15hLO-1, xylenol orange hydroperoxide absorbance | Potency, µM (titrated, usually from 57.1 µM), for inactives: at the top dose activity change, negative = inhibition, usual class: inhibitors | 74,000 tested, 1.4% active | AID 887, 2007; note: potency is the fitted concentration of half-maximal effect; % is set by controls: 0 for no effect and ±100 for the full control effect; nearly all actives have a fitted effect of over 55% in size
Target sequence (P16050 whole entry, looked up): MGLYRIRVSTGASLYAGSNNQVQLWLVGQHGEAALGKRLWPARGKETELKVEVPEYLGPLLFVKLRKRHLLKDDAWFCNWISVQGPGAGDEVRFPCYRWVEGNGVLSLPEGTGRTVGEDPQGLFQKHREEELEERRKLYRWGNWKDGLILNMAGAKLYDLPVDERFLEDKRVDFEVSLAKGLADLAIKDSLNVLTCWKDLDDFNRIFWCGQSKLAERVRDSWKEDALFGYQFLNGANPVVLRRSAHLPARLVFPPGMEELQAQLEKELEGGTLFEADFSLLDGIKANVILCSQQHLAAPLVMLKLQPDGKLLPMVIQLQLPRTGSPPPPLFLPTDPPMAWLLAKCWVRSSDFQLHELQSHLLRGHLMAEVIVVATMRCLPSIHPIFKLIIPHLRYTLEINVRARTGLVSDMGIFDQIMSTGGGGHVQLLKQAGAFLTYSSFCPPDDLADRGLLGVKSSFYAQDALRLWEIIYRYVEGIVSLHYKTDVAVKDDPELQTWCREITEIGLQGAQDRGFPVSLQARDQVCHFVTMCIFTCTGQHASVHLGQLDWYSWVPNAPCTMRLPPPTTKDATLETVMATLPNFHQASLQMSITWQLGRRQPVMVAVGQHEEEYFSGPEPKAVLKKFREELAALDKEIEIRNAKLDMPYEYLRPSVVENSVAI
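Purified human 15hLO-1 (40 nM final) in 25 mM Hepes pH 7.5, 0.01% Triton X-100 was preincubated with compound 15 min at room temperature, then reacted 6 min with 50 uM arachidonic acid; hydroperoxide detected by Fe-XO, 573/405 nm absorbance ratio.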
Tau filament bind: qHTS Assay for Tau Filament Binding; recombinant tau filaments, thioflavin S fluorescence, 15 h; filaments grown with octadecylsulfate alongside compound; Potency, µM (doses to about 57.1 µM), for inactives: at the top dose activity change, negative = inhibition; 71,000 tested, 2% active;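 note: potency is the fitted concentration of half-maximal effect; % is set by controls: 0 for no effect and ±100 for the full control effect; actives lower thioflavin S fluorescence by blocking filaments or displacing dye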
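His-tagged recombinant human tau (exons 2, 3, 10; 1 uM final) fibrillized with 30 uM sodium octadecylsulfate, 15 h at 37 C, in pH 7.4 HEPES buffer with 10 uM thioflavine S and 5 mM DTT. Reduced ThS fluorescence (450/510 nm) marks activity.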
Epigenetic mod: qHTS Assay for Epigenetic Modulators. mouse C127i GFP locus derepression, cytometry, 30 h. Potency, µM (titrated, usually from 46.1 µM), inactives show at the highest dose GFP derepression (activation). 68,000 tested, 0.09% active; note: % of control where 0% means no effect
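Locus derepression in mouse mammary C127i cells whose integrated CMV-GFP reporter is normally silent; GFP expression after 30 h compound treatment was quantified by counting fluorescent cells.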
Hsp90 Hop PPI: qHTS Assay for Disrupters of an Hsp90 Co-Chaperone Interaction | 71,000 tested, 0.44% active | AlphaScreen TPR2A-His6 binding biotin-Hsp90 C-terminal peptide | Potency, µM (doses to about 57 µM), inactives show at the top dose activity change, negative = inhibition | AID 595, 2007 | Hsp90 C-terminal peptide / TPR2A (Hop) interaction, human; active = well fitted curve in either direction with a large enough effect; inconclusive = small, poorly fitted or top-dose-only effect, or another doubt; note: potency is the fitted concentration of half-maximal effect; % is set by controls: 0 for no effect and ±100 for the full control effect; many of its hits are not listed in these tables
HADH2 inhib: qHTS Assay for Inhibitors of HADH2 (Hydroxyacyl-Coenzyme A Dehydrogenase, Type II). 3-hydroxyacyl-CoA dehydrogenase type-2 (Homo sapiens), Q99714. recombinant HADH2, NADH fluorescence, beta-hydroxybutyryl-CoA. Potency, µM (series often up to 57.1 µM), without a hit: top-dose activity change, negative = inhibition, most hits filed as inhibitors. 73,000 tested, 3.4% active. AID 886, 2007; note: potency is the fitted concentration of half-maximal effect; % is set by controls: 0 for no effect and ±100 for the full control effect; nearly all actives have a fitted effect of over 60% in size; many of its hits are not listed in these tables
Target sequence (Q99714 whole entry, looked up, one chain of several): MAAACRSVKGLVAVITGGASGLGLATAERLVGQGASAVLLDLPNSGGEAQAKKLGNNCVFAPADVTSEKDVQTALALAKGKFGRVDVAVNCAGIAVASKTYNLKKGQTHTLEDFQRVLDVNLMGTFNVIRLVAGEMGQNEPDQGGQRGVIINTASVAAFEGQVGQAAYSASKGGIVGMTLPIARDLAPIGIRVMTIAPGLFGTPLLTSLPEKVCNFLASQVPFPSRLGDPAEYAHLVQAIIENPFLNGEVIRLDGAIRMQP
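E. coli-expressed His-tagged HADH2 tested at 20 nM in alkaline Tris buffer (pH 9.0); oxidation of 90 uM beta-hydroxybutyryl-CoA with 1 mM NAD+ tracked fluorimetrically for 4 min.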
ERK AVP inh: qHTS Assay for Inhibitors of the ERK Signaling Pathway using a Homogeneous Screening Assay; Potency, µM (highest dose often 57.5 µM), inactives show top-dose activity, negative = inhibition, most hits filed as inhibitors; 72,000 tested, 0.99% active; AID 995, 2007; HEK293-V1b, vasopressin-stimulated pERK AlphaScreen; note: potency is the fitted concentration of half-maximal effect; % is set by controls: 0 for no effect and ±100 for the full control effect; nearly all actives have a fitted effect of over 55% in size
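Overnight-seeded V1b-HEK293 cells in 1% FBS got compound, then vasopressin (25 nM final, 5 min, 37C), then lysis buffer. AlphaScreen detection of phospho-ERK; activity normalized to basal and full-stimulation controls.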
* = called active by the depositor; & = joins results of further samples; [ ] = remark or other dose. Unless noted, calls come from the whole dose curve; as a rule, active = well fitted curve in the direction sought with a large enough effect; inconclusive = small, poorly fitted or top-dose-only effect, or another doubt; inactive = no such curve, though single readings can be large; an effect the other way counts as inactive or inconclusive. Only part of the results is shown, so the mix of outcomes need not match the whole.

Screening CC(C)Sc1nnc([C@@H](N)Cc2c[nH]c3ccccc23)o1 returned Pol III holo inh 2%, CRE-bla Fsk 24%, UbGFP stabilizer -8%, HBB splice mod 2.9%[1.84 µM], FLuc inh 0%, 15-hLO inh -1%, Tau filament bind -8%, Epigenetic mod 0%, Hsp90 Hop PPI -1%, HADH2 inhib 18% and ERK AVP inh 1%.
NNC(N)=S was read as Pol III holo inh -5%, CRE-bla Fsk 0%, HBB splice mod 0.7%, 15-hLO inh -10%, Tau filament bind 0%, Hsp90 Hop PPI -5%, HADH2 inhib inconclusive and ERK AVP inh -12%.
Cn1cccc1CNCCc1ccccc1F was read as Pol III holo inh -4%, CRE-bla Fsk -11%, UbGFP stabilizer -9%, HBB splice mod -3.9%[0.369 µM], FLuc inh 0%, 15-hLO inh 8%, Tau filament bind inconclusive, Epigenetic mod 0%, Hsp90 Hop PPI -9%, HADH2 inhib 4% and ERK AVP inh -24%.
CCCCCl was read as Pol III holo inh -9%, CRE-bla Fsk -4%, HBB splice mod 0.6%, 15-hLO inh 0%, Tau filament bind 5%, Hsp90 Hop PPI -2%, HADH2 inhib -5% and ERK AVP inh 8%.
Cc1cc(N2CCOCC2)nc2ccc(NC(=O)CCC(=O)N3CCC4(CC3)OCCO4)cc12 was read as Pol III holo inh 2%, CRE-bla Fsk 22%, UbGFP stabilizer -8%, HBB splice mod -0.5%, FLuc inh 13µM*, 15-hLO inh 11%, Tau filament bind -5%, Epigenetic mod -2%, Hsp90 Hop PPI -13%, HADH2 inhib 25µM* and ERK AVP inh 2%.
For C[C@@]12CC[C@H]3[C@@H](CC=C4C[C@H](OS(=O)(=O)O)CC[C@]43C)[C@H]1CCC2=O the results were Pol III holo inh -5%, CRE-bla Fsk 0%, UbGFP stabilizer 5%, HBB splice mod 1.1%, FLuc inh -1%, 15-hLO inh 6%, Tau filament bind 0%, Epigenetic mod -1%, Hsp90 Hop PPI -7%, HADH2 inhib -5% and ERK AVP inh -5%.
For CCCC(=O)c1c(O)[nH]c(=O)[nH]c1=O the results were Pol III holo inh -4%, CRE-bla Fsk 5%, HBB splice mod -1.4%[0.369 µM], FLuc inh 1%, 15-hLO inh -9%, Tau filament bind 9%, Epigenetic mod -2%, Hsp90 Hop PPI -3%, HADH2 inhib -1% and ERK AVP inh -10%.
For CC(=Nc1ccc2c(c1)CCC2)c1c(O)n(C)c(=O)n(C)c1=O the results were Pol III holo inh -1%, CRE-bla Fsk -2%, UbGFP stabilizer -6%, HBB splice mod 9.8%[0.369 µM], FLuc inh 2%, 15-hLO inh 2%, Tau filament bind 6%, Epigenetic mod 2%, Hsp90 Hop PPI -3%, HADH2 inhib 7% and ERK AVP inh -17%.
Screening Cn1c(O)c(C=NCCc2c[nH]c3ccccc23)c(=O)n(C)c1=O returned Pol III holo inh -1%, CRE-bla Fsk 15%, UbGFP stabilizer -1%, HBB splice mod -0.4%[9.22 µM], FLuc inh -1%, 15-hLO inh 0%, Tau filament bind 7%, Epigenetic mod 5%, Hsp90 Hop PPI -2%, HADH2 inhib -1% and ERK AVP inh -5%.
For CCOC(=O)c1ccccc1N the results were Pol III holo inh -15%, CRE-bla Fsk -6%, HBB splice mod 0.8%, 15-hLO inh -2%, Tau filament bind -3%, Hsp90 Hop PPI 1%, HADH2 inhib inconclusive and ERK AVP inh -13%.
`CC(=O)[C@H]1CC[C@H]2[C@@H]3CC[C@H]4C[C@H](O)CC[C@]4(C)[C@H]3C(=O)C[C@]12C` gave FLuc inh -2%[25.5 µM], 15-hLO inh -8%, Epigenetic mod -4%[20.6 µM], HADH2 inhib -1% and ERK AVP inh -9%.
`CC(=O)O[C@@H]1CN2CCC1CC2` gave Pol III holo inh -3%, CRE-bla Fsk inconclusive, UbGFP stabilizer 3%, FLuc inh 2%, 15-hLO inh 10%[25.6 µM], Tau filament bind inconclusive, Epigenetic mod 0%, Hsp90 Hop PPI 2%, HADH2 inhib 8% and ERK AVP inh 15%.
`Oc1ccc(Cl)cc1Cl` gave Pol III holo inh -5%, CRE-bla Fsk -4%, HBB splice mod -0.1%, 15-hLO inh -5%, Tau filament bind -7%, Hsp90 Hop PPI 0%, HADH2 inhib inconclusive and ERK AVP inh -16%.
C=CCO was read as Pol III holo inh 2%, CRE-bla Fsk -1%, HBB splice mod -0.4%, 15-hLO inh 4%, Tau filament bind -18%, Hsp90 Hop PPI -3%, HADH2 inhib -2% and ERK AVP inh 20%.
Screening CCCN1CCC[C@H](c2cccc(O)c2)C1 returned Pol III holo inh -4%&1%, CRE-bla Fsk -3%&-4%, UbGFP stabilizer -3%&2%, HBB splice mod -1.7%&0.1%, FLuc inh 2%&3%, 15-hLO inh 2%&5%, Tau filament bind -7%&0%, Epigenetic mod 0%&0%, Hsp90 Hop PPI -3%&-4%, HADH2 inhib -20%&13% and ERK AVP inh 3%&12%.
For O=C1CCc2c(ccc3ccccc23)O1 the results were Pol III holo inh -7%, CRE-bla Fsk -5%, UbGFP stabilizer -3%, FLuc inh 0%, 15-hLO inh -2%[25.6 µM], Tau filament bind 8%, Epigenetic mod 2%, Hsp90 Hop PPI 3%, HADH2 inhib 40µM* and ERK AVP inh 1%.
Screening Cc1ccc(Cn2nnnc2CN2CCC(n3nnc4cc(C)ccc43)CC2)cc1 returned Pol III holo inh -11%, CRE-bla Fsk inconclusive, UbGFP stabilizer 2%, FLuc inh 1%, 15-hLO inh 0%, Tau filament bind 27%, Epigenetic mod -1%, Hsp90 Hop PPI 0%, HADH2 inhib 3% and ERK AVP inh 10%.
For CC#CP(=O)(OCC)C(O)(c1ccccc1)C(F)(F)F (stereo not given) the results were Pol III holo inh -4%, CRE-bla Fsk -9%, UbGFP stabilizer -1%, HBB splice mod -0.6%[0.369 µM], FLuc inh 2%, 15-hLO inh 10%, Tau filament bind 8%, Epigenetic mod 4%, Hsp90 Hop PPI -6%, HADH2 inhib -4% and ERK AVP inh -16%.
For CC(C)[C@@H](C)/C=C\[C@@H](C)[C@@H]1CC[C@H]2C3=CC=C4C[C@@H](O)CC[C@]4(C)[C@H]3CC[C@]21C the results were Pol III holo inh -8%[11.4 µM], CRE-bla Fsk -4%[7.6 µM], UbGFP stabilizer -6%[9.17 µM], HBB splice mod -0.4%[9.22 µM], FLuc inh 1%[11.4 µM], 15-hLO inh -9%[11.4 µM], Tau filament bind -1%[11.4 µM], Epigenetic mod -1%[9.22 µM], Hsp90 Hop PPI 0%[11 µM], HADH2 inhib 14%[11.4 µM] and ERK AVP inh 9%[11.5 µM].
For CCCS(=O)(=O)N1CCC(C(=O)N2CCC3(CC2)OCCO3)CC1 the results were Pol III holo inh 0%, CRE-bla Fsk inconclusive, UbGFP stabilizer -3%, HBB splice mod 0.0%, FLuc inh 0%, 15-hLO inh 3%, Tau filament bind -6%, Epigenetic mod -2%, Hsp90 Hop PPI inconclusive, HADH2 inhib 3% and ERK AVP inh 14%.
`Cc1ccc(N)cc1N` gave Pol III holo inh -5%, CRE-bla Fsk 2%, HBB splice mod -0.3%, 15-hLO inh -24%, Tau filament bind 17%, Hsp90 Hop PPI 5%, HADH2 inhib -16% and ERK AVP inh 5%.
O=C(O)c1nonc1-c1nonc1C(=O)O was read as Pol III holo inh -4%, CRE-bla Fsk 3%, UbGFP stabilizer -1%, HBB splice mod -4.1%[57.5 µM], FLuc inh 1%, 15-hLO inh -5%, Tau filament bind -4%, Epigenetic mod 3%, Hsp90 Hop PPI -4%, HADH2 inhib 0% and ERK AVP inh 3%.
